ATXN2 expr inh: Primary qHTS for Inhibitors of ATXN expression. HEK-293 ATXN2-luciferase reporter, luminescence, 24 h. Potency, µM (highest dose often 57 µM), for the others: at the top dose activity change, negative = inhibition, hits mostly inhibitors. actives 0.72% (n = 360,000). AID 1745845, 2022; note: potency is the fitted concentration of half-maximal effect; % is set by controls: 0 for no effect and ±100 for the full control effect; nearly all actives have a fitted effect of over 55% in size
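ATXN2-luciferase reporter cells (luciferase flanked by upstream and downstream ATXN2 gene portions) were treated 24 h at 37 °C with compounds at up to 57 uM. SteadyGlo luminescence gave expression; GF-AFC fluorescence gave viability.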
HT1080-NT tox: qHTS for induction of synthetic lethality in tumor cells producing 2HG: qHTS for the HT-1080-NT fibrosarcoma cell line; HT-1080-NT fibrosarcoma viability, CellTiter-Glo ATP luminescence, 48 h; Potency, µM (series often up to 46.1 µM), for inactives: at the top dose activity, negative = less viability, hits mostly cytotoxic; actives 1.6% (n = 360,000); AID 686970, 2013;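 note: NT is the 2HG producing partner of a matched IDH1 knockdown line; potency is the fitted concentration of half-maximal effect; 0% = DMSO-treated cells and -100% = media-only wells without cells; nearly all actives have a fitted effect of over 55% in size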
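Luminescent CellTiter-Glo readout after 48 hours of compound exposure at 37 degrees C defined viability of HT-1080-NT cells. Activity was normalized to DMSO wells and cell-free media wells; concentration-response curves were fitted and assigned curve classes.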
HT1080 IDH1KD tx: qHTS for induction of synthetic lethality in tumor cells producing 2HG: qHTS for the HT-1080-IDH1KD cell line. HT-1080 IDH1 knockdown viability, ATP luminescence, 48 h. Potency, µM (highest dose often 46.1 µM), without a hit: at the top dose activity, negative = toxicity, actives largely listed as cytotoxic. actives 2% (n = 360,000);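 note: potency is the fitted concentration of half-maximal effect; 0% = DMSO wells and -100% = cell-free medium wells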
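HT-1080-IDH1KD cells (IDH1 knocked down), 750/well in RPMI with 5% FBS, treated with compound 48 h at 37 degrees C. Viability by CellTiter-Glo luminescence, normalised to DMSO and no-cell wells; concentration-response curves classed.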
SW480 rereplic: A quantitative high throughput screen for small molecules that induce DNA re-replication in SW480 colon adenocarcinoma cells. Potency, µM (top dose mostly 46.1 µM), inactives show at the top dose re-replication activation, hits mostly activators. SW480 DNA re-replication, Hoechst DNA content imaging, 48 h. actives 1.8% (n = 340,000); note: potency is the fitted concentration of half-maximal effect; % of control where 0% means no effect; nearly all actives have a fitted effect of over 55% in size
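First, 250 cells per well were seeded. Next, compound or vehicle (23 nL) was pinned in, plates sat 48 hr at 37 C. Finally Hoechst was added for 40 min before fluorescence scanning.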
IL-1B inflam inh: qHTS for Inhibitors of Inflammasome Signaling: IL-1-beta AlphaLISA Primary Screen; THP-1 LPS/ATP IL-1B secretion, AlphaLISA, 16 h; stronger effect = lower value; activity change, % at 57.5 µM; actives 4.7% (n = 360,000); AID 743279, 2014; in the data active = activity change below about -50%; inconclusive = mostly about -30% to -49%; note: % is set by controls: 0 for no effect and ±100 for the full control effect
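THP-1 cells pretreated 1 hr with compounds (up to 57.5 uM final), then stimulated with LPS (250 ng/mL final) plus ATP (1.25 mM final); secreted IL-1B measured by AlphaLISA after 16 hr, decreased signal indicating inhibition.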
ATXN viability: Viability Counterscreen for Primary qHTS for Inhibitors of ATXN expression | Potency, µM (doses to about 56.7 µM), hits mostly cytotoxic | actives 0.49% (n = 400,000) | S2 cells (HEK-293 line with an ATXN2-luciferase reporter) viability, CellTiter-Fluor protease fluorescence, 24 h | AID 651635, 2014; note: potency is the fitted concentration of half-maximal effect; nearly all actives have a fitted effect of over 40% in size
KB-3-1 tox: qHTS assay for MDR1-selective chemotherapeutics: Primary screen using the parental adenocarcinoma cell KB-3-1 | KB-3-1 viability, CellTiter-Glo ATP luminescence, 72 h | Potency, µM (highest dose often 46.1 µM), for inactives: at the top dose activity change, negative = cytotoxic, hits mostly cytotoxic | actives 1.4% (n = 400,000) | AID 1347075, 2019; note: potency is the fitted concentration of half-maximal effect; % is set by controls: 0 for no effect and ±100 for the full control effect; nearly all actives have a fitted effect of over 60% in size
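Luminescent ATP read-out (CellTiter-Glo) measures survival of drug-naive KB-3-1 cells after 72 h compound exposure at 37 °C. Titration series was screened from lowest to highest concentration, with DMSO vehicle plates as background controls.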
MCF10A rerep: A quantitative high throughput screen for small molecules that induce DNA re-replication in MCF 10a normal breast cells | MCF 10A DNA re-replication, Hoechst nuclear intensity, 48 h | Potency, µM (doses to about 46.1 µM), for inactives: top-dose activity, positive = re-replication, actives largely listed as activators | actives 2.9% (n = 350,000); note: potency is the fitted concentration of half-maximal effect; % of control where 0% means no effect; nearly all actives have a fitted effect of over 50% in size
HepG2 tox: qHTS for Inhibitors of TGF-b: Cytotox Counterscreen; Potency, µM (series often up to 46.1 µM), for the others: at the highest dose activity change, negative = cytotoxicity, most hits filed as cytotoxic; HepG2 CAGA-GFP viability, ATP luminescence, 18 h; AID 588856, 2011; actives 0.76% (n = 410,000); note: potency is the fitted concentration of half-maximal effect; some results filed as inactive show a strong effect at the top dose
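HepG2 CAGA-GFP cells (1000/well, DMEM with 1% FBS) received compound, then TGF-beta at 500 pg/mL final, and were incubated 18 hours at 37 degrees C. Viability was read by CellTiter-Glo luminescence. Media-only wells were set as complete cell-killing and DMSO as no toxicity.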
Numbers without * were called inactive; i = inactive; ? = inconclusive; . = not tested or not shown; & = joins results of further samples; [ ] = dose if it differs, or a comment. Unless noted, calls come from the whole dose curve; as a rule, active = well fitted curve in the direction sought with a large enough effect; inconclusive = small, poorly fitted or top-dose-only effect, or another doubt; inactive = no such curve, though single readings can be large; an effect the other way counts as inactive or inconclusive.

SMILES | ATXN2 expr inh | HT1080-NT tox | HT1080 IDH1KD tx | SW480 rereplic | IL-1B inflam inh | ATXN viability | KB-3-1 tox | MCF10A rerep | HepG2 tox
COc1ccc(Nc2nc(N)nc(CSc3nc(C)cc(C)n3)n2)cc1 | 2% | -3% | 11% | -1% | -28 | i | ? | 0% | -14%
CCN(CC)C(=O)CSC1=Nc2ccccc2C2=NC(c3ccccc3)C(=O)N12 (configuration not stated) | 136%[activator] | -8% | -16% | -10% | -1 | i | -3% | 1% | -17%
COc1ccc(/C=C/C(=O)c2sc(-c3ccccc3)nc2C)cc1 | -5% | 0% | 2% | 12% | ? | i | -5% | ? | 3%
Cc1ccc(S(=O)(=O)N/N=C/c2cccc([N+](=O)[O-])c2)cc1 | 8% | 2% | -1% | -73%[inhibitor] | -9 | i | 18% | ? | -36%
C=C(C)CC(c1ccccc1)N(C(C)=O)c1ccco1 (configuration not stated) | . | -3% | 0% | -1% | 33 | i | ? | 0% | 1%
O=C(CCC(=O)N1CCc2ccccc21)Nc1ccccc1 | -3% | 13% | 2% | -6% | 7 | ? | 10% | 2% | 15%
COc1ccc(C(=O)CN2C(=O)N(c3cc(C)cc(C)c3)S(=O)(=O)c3ccccc32)cc1 | 4% | . | . | . | . | i | -3% | . | -7%
CC(=O)[C@H]1CC[C@H]2[C@@H]3CCC4=CC(=O)CC[C@]4(C)[C@H]3[C@H](O)C[C@]12C | -12% | 33% | 9% | ? | -7 | i | 0% | ? | -11%
CCN(CC(=O)Nc1ccccc1OC)C(=O)c1ccc(N(C)S(=O)(=O)c2ccc(C)cc2)cc1 | -15% | 13% | 2% | 1% | -4 | ? | 6% | 13% | -12%
CSc1ccc(CN2C(=O)C(F)(F)Oc3c(C(C)=O)cccc32)cc1 | 4% | -1% | -1% | . | -7 | i | ? | . | -17%
C=C(Cl)COc1cc(C)cc2oc(=O)cc(CC)c12 | -13% | -8% | -1% | -2% | 11 | i | -1% | 1% | 2%
COCc1cc(N2CCCC2)nc(-c2ccccc2)n1 | -13%[11.3 µM] | 0% | -15% | -6% | 0 | . | 11% | -7% | -1%

One compound at a time (already shown). Order of screens: ATXN2 expr inh | HT1080-NT tox | HT1080 IDH1KD tx | SW480 rereplic | IL-1B inflam inh | ATXN viability | KB-3-1 tox | MCF10A rerep | HepG2 tox
Listed for O=C(CCC(=O)N1CCc2ccccc21)Nc1ccccc1 = -3% | 13% | 2% | -6% | 7 | ? | 10% | 2% | 15%
Listed for CSc1ccc(CN2C(=O)C(F)(F)Oc3c(C(C)=O)cccc32)cc1 = 4% | -1% | -1% | . | -7 | i | ? | . | -17%
Listed for COc1ccc(Nc2nc(N)nc(CSc3nc(C)cc(C)n3)n2)cc1 = 2% | -3% | 11% | -1% | -28 | i | ? | 0% | -14%
Listed for CC(=O)[C@H]1CC[C@H]2[C@@H]3CCC4=CC(=O)CC[C@]4(C)[C@H]3[C@H](O)C[C@]12C = -12% | 33% | 9% | ? | -7 | i | 0% | ? | -11%
Listed for C=C(C)CC(c1ccccc1)N(C(C)=O)c1ccco1 (configuration not stated) = . | -3% | 0% | -1% | 33 | i | ? | 0% | 1%

(continued)
SMILES | ATXN2 expr inh | HT1080-NT tox | HT1080 IDH1KD tx | SW480 rereplic | IL-1B inflam inh | ATXN viability | KB-3-1 tox | MCF10A rerep | HepG2 tox
COc1ccc(CNC(=O)CN(C(=O)c2snc(C(N)=O)c2N)c2ccccc2F)cc1 | -13% | -9% | -8% | -11% | ? | i | -3% | 4% | -12%
COc1ccc(C(C)NC(=O)c2ccccc2Cl)cc1OC (configuration not stated) | -11% | -4% | 6% | -85%[inhibitor] | -6 | i | 2% | -6% | 3%
O=C(O)c1ccccc1C(=O)Nc1ccc(S(=O)(=O)NC2CCCCC2)cc1 | 5% | 8% | 10% | -385%[inhibitor] | 17 | i | 11% | 1% | -2%
Cc1nc(-c2ccc(F)cc2)c(CC(=O)Nc2cccc(S(=O)(=O)N3CCOCC3)c2)s1 | 8% | 14% | 1% | -28% | -12 | i | 0% | -3% | 4%
Cc1ccc(NC(=O)CN(C)C(=O)Cc2ccc(Cl)cc2Cl)cc1 | -4% | -7% | -14% | 12% | -27 | i | -3% | ? | -15%
CCC(=O)Nc1ccc2c(c1)Cc1cc(NC(=O)CC)ccc1-2 | -18% | ? | ? | 17% | -8 | i | -22% | -4% | 2%
CC(C)(C)C1CCc2c(sc(NC(=O)CSc3nnc(-c4ccccc4)o3)c2C#N)C1 (configuration not stated) | -5% | 0% | -1% | 3% | -2 | i | 2% | 43% | -2%
O=C(NNC(=S)Nc1ccc(F)cc1)[C@H]1C[C@@H]1c1ccccc1 | -2% | -14% | -8% | -1% | 25 | i | -8% | 10% | 19%
CC(C)C[C@H](NC(=O)c1cc2cc(Cl)ccc2n1C)C(=O)N1CCC[C@H]1C(=O)O | 0% | 7% | 2% | -90%[inhibitor] | 17 | i | 0% | 6% | -13%
S=C(Nc1cccnc1)NC1CCCC1 | -7% | 9% | 14% | -6% | -6 | i | 0% | -1% | -1%
COc1ccc(NC(=O)CSc2nc3[nH]c(=O)[nH]c(=O)c3s2)cc1OC | -18% | 11% | 7% | -6% | 15 | i | 25% | 3% | 1%
Cc1cc(N2CCCCC2)nc(SCC(=O)c2ccccc2)n1 | 49%[activator] | -1% | -6% | 17% | -27 | i | ? | 11% | -28%
CC1=C(C(=O)OCCNC(=O)c2ccccc2O)C(c2ccccc2[N+](=O)[O-])C(C(=O)OCC2CCCO2)=C(C)N1 (configuration not stated) | -24% | -26% | ? | ? | -58* | i | ? | ? | -19%
Cc1ccc(NC(=O)c2cc(N3C(=O)CCC3=O)ccc2N2CCCCC2)cc1 | . | 10% | 0% | -2% | -5 | i | 2% | 0% | -15%
Cc1ccc(NC(=O)CCNS(=O)(=O)c2ccc(Br)cc2)cc1S(=O)(=O)N1CCOCC1 | -5% | 5% | -1% | -1% | -9 | ? | -3% | 8% | 0%
O=C(CCSc1nnc(-c2ccco2)o1)Nc1ccc(F)cc1 | . | 0% | -2% | 3% | 0 | i | 3% | 16% | 7%
CNC(=S)N(CCCN(C)C)Cc1cc2cc3c(cc2[nH]c1=O)OCCO3 | 8% | 0% | 2% | 11% | -15 | ? | 18% | -1% | 0%
Cc1c(C(=O)N2CCOCC2)c(S(=O)(=O)N2CCN(c3ccc(Cl)cc3)CC2)c(C)n1C | -3% | 8% | 25% | -1% | -2 | i | 5% | 0% | 7%
O=C(NC1CCCC1)C(c1cccnc1)N(C(=O)c1csnn1)c1ccccc1 (configuration not stated) | 7% | -1% | 13% | -2% | 13 | i | 0% | -2% | -1%
COc1ccc2c(c1)OC(=O)CC2c1cc(OC)c(OC)c(OC)c1 (configuration not stated) | 0% | ? | 15µM* | ? | 79 | i | ? | ? | -1%
Cc1ccccc1CN1c2ccccc2-c2nc(SCC(=O)c3ccccc3)ncc2S1(=O)=O | 1% | . | . | . | . | i | 9% | . | -4%
CCCCN(C)CCCNC(=O)c1cn(CC)c2ccc(S(=O)(=O)N3CCc4ccccc4C3)cc2c1=O | -19%&-21% | -14% | -13% | ? | -63* | i | -12%&-1% | 1% | -27%&-24%
Cc1cc(C)nc(SCC(=O)NCc2ccco2)n1 | 6% | 29% | 10% | -4% | 16 | i | 6% | -1% | 1%
CCOc1cc(CNc2ccc3c(c2)OCCO3)cc(Br)c1OCC(N)=O | 0% | ? | ? | 4% | 11 | i | -9% | 2% | -6%
O=[N+]([O-])c1ccc(N/N=C/c2ccc(O)c(O)c2O)c(S(=O)(=O)N2CCOCC2)c1 | -13%[11.3 µM] | -16% | -13% | 11% | 5 | ? | 7% | -1% | -28%
C#CCOc1ccc(Cl)cc1/C=N/O | 5% | 0% | 0% | -5% | -1 | i | 6% | ? | 0%
Cc1cccc(NS(=O)(=O)c2ccc(C(=O)N3CCC3)cc2)c1C | -2% | 0% | -5% | -6% | 6 | i | -2% | 1% | 7%
O=C(Nc1ccc2nn(-c3ccccc3)nc2c1)c1ccco1 | 24% | -18% | -14% | -2% | 0 | i | 20% | -6% | -26%
S=C1SCN(Cc2cccs2)CN1Cc1cccs1 | . | -6% | -9% | . | 0 | ? | ? | . | -85%
CC(C)NC(=O)CCCn1cc([N+](=O)[O-])cn1 | -10% | 0% | 8% | -3% | 16 | i | 22% | 0% | -31%
COc1cc(C2OC(=O)C3C(c4ccc(OC(C)=O)c(OC)c4)OC(=O)C23)ccc1OC(C)=O (configuration not stated) | 26% | 15% | -4% | 1% | 11 | i | -7% | ? | -44%
CC(C)N1C(=O)CCC1C(=O)N1CCN(c2ccccn2)CC1 (configuration not stated) | -10% | 4% | 1% | -11% | -2 | i | -2% | 11% | -29%
Cc1ccc(S(=O)(=O)N2CCOCC2)cc1NC(=O)c1cc(-c2ccccn2)nc2ccccc12 | -8% | ? | ? | -4% | -51* | i | 4% | ? | -57%
CCOc1ccc(NC(=O)Cn2cc(S(=O)(=O)N3CCN(c4ccccc4F)CC3)c3ccccc3c2=O)cc1 | 10% | . | . | . | . | ? | 10% | . | 5%

Sorted by value in IL-1B inflam inh (ascending): 3 from the list above
Compound	IL-1B inflam inh
CC(C)N1C(=O)CCC1C(=O)N1CCN(c2ccccn2)CC1 (configuration not stated)	-2
O=C(Nc1ccc2nn(-c3ccccc3)nc2c1)c1ccco1	0
O=[N+]([O-])c1ccc(N/N=C/c2ccc(O)c(O)c2O)c(S(=O)(=O)N2CCOCC2)c1	5
